Screening data deposited in PubChem BioAssay by National Center for Advancing Translational Sciences (NCATS).
POLK inh: DNA polymerase kappa (human) inhibition. Q9UBT6. purified Pol kappa, fluorescent DNA synthesis assay, 10 min. Potency, µM (doses to about 107 µM), without a hit: at the top dose activity, negative = inhibition, hits mostly inhibitors. 0.53% of 400,000 active. AID 588579; further: on the % scale 0 is the no-effect control and ±100 the full control effect
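Fluorescent qHTS in 1536-well format: enzyme (10 nM) and compound sat 15 min at room temperature before 50 nM substrate (final) was added. Signal taken at 0 and 10 min; no-enzyme buffer wells were negative controls.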
POLI inh: blocks human DNA polymerase iota activity. Pol iota fluorescent replication assay, 10 min. Potency, µM (titrated, usually from 115 µM), inactives show at the top dose activity, negative = inhibition, actives largely listed as inhibitors. 1% of 390,000 active. AID 588590
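Fluorescent replication assay read twice, at 0 min and 10 min after adding 50 nM (final) substrate. Enzyme (10 nM) and compounds were first incubated 15 min at room temperature; enzyme-free buffer wells were negative controls.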
Pol beta inh: inhibitors of human DNA polymerase beta | P06746 | Pol beta primer extension/strand displacement, fluorescence kinetic | Potency, µM (highest dose often 114 µM), inactives show at the highest dose activity change, negative = inhibition, usual class: inhibitors | 1.3% of 340,000 active | AID 485314; further: on the % scale 0 is the no-effect control and ±100 the full control effect
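10 nM enzyme + cpd, 15 min RT; start with substrate 50 nM final; read 0 min and after 10 min RT. Corrected, normalized data; 4-parameter Hill curve fit.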
BAZ2B inh: blocks human BAZ2B; Q9UIF8; Potency, µM (highest dose often 114 µM), for the others: at the top dose activity change, negative = inhibition, hits mostly inhibitors; AlphaScreen BAZ2B-H3K14Ac peptide displacement; 4.4% of 360,000 active; further: on the % scale 0 is the no-effect control and ±100 the full control effect; nearly all actives have a fitted effect of over 60% in size
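AlphaScreen displacement: compounds (up to 110uM) incubated 30 min at room temperature with a preformed 50 nM BAZ2B/50 nM biotinylated H3K14Ac peptide complex in PBS pH 7.4 with Tween-20. Donor and acceptor beads at 10 ug/mL final added, 20 min light-protected before reading.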
Pol eta inh: blocks human DNA polymerase eta activity; 1.2% of 390,000 active; AID 588591; recombinant Pol eta, fluorescent DNA replication assay; Potency, µM (titrated, usually from 114 µM), inactives show at the highest dose activity change, negative = inhibition, hits mostly inhibitors; Q9Y253; further: on the % scale 0 is the no-effect control and ±100 the full control effect
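Fluorescent replication assay: 50 nM final substrate added after a 15 min room-temperature compound preincubation with 10 nM enzyme. Signal taken at 0 min and again at 10 min.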
Anesthetic bind: binds horse apoferritin like a general anesthetic. AID 485281. 0.074% of 350,000 active. P02791. Potency, µM (doses to about 77.5 µM), for inactives: at the top dose activity change, negative = displacement, hits mostly inhibitors. apoferritin/1-aminoanthracene competitive binding, fluorescence; further: on the % scale 0 is the no-effect control and ±100 the full control effect; nearly all actives have a fitted effect of over 20% in size
Target sequence (P02791 2-175 limits assumed): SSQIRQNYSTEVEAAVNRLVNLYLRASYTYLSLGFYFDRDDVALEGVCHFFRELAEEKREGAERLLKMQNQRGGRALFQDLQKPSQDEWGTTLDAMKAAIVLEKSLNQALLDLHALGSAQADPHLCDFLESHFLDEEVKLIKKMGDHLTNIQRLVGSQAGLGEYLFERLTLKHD
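Horse-spleen apoferritin (10 uM) in 50% saturated 1-aminoanthracene in PBS was incubated 10 min at room temperature with compound. Fluorescence (ex 380, em 535 nm) was normalized to free and bound 1-AMA, with concentration-response fitted by a four-parameter Hill equation.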
BLM inh: inhibitors of human Bloom syndrome helicase BLM; Potency, µM (titrated, usually from 56.1 µM), for the others: at the highest dose activity change, negative = inhibition, usual class: inhibitors; P54132; recombinant BLM DNA unwinding, fluorescence dequenching; AID 2528; 0.2% of 350,000 active;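 further: plate controls were vehicle for no effect and no enzyme for full effect; nearly all actives have a fitted effect of over 35% in size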
APE1 inh: APE1 (human) endonuclease inhibition | P27695 | recombinant APE1, TAMRA/BHQ-2 abasic DNA cleavage fluorescence | Potency, µM (doses to about 65.8 µM), inactives show top-dose activity change, negative = inhibition, hits mostly inhibitors | 0.35% of 350,000 active | AID 2517;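 further: plate controls were vehicle for no effect and reference inhibitor for full effect; nearly all actives have a fitted effect of over 55% in size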
Target sequence (P27695 whole entry, looked up): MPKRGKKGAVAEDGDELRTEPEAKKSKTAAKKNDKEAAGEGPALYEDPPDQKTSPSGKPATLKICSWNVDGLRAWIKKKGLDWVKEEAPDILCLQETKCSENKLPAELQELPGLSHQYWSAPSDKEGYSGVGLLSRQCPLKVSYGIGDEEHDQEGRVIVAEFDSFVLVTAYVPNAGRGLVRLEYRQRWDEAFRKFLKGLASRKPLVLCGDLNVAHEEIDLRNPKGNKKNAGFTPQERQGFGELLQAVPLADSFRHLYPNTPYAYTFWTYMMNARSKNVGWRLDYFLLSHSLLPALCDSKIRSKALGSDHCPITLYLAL
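Quantitative HTS: incision of a TAMRA/BHQ-2 double-stranded substrate bearing a tetrahydrofuran abasic site by 0.75 nM APE1 raises fluorescence. Substrate 50 nM final, added after 15 min compound preincubation at room temperature; progress as third-minus-first kinetic read difference.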
G9a inh: blocks human histone lysine methyltransferase G9a; G9a H3K9 monomethylation, AlphaScreen, 2 h; Potency, µM (series often up to 102 µM), for inactives: top-dose activity, negative = inhibition, hits mostly inhibitors; AID 504332; 8.8% of 350,000 active; further: on the % scale 0 is the no-effect control and ±100 the full control effect; nearly all actives have a fitted effect of over 75% in size
Target sequence (Q96KQ7 913-1193 limits assumed): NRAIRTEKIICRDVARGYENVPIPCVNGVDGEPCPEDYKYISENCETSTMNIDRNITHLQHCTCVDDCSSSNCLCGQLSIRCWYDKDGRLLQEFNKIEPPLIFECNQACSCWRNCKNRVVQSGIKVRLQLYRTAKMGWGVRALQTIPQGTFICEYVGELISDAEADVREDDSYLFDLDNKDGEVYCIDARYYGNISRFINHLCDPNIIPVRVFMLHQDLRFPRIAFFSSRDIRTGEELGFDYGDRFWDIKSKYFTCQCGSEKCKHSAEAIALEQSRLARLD
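G9a (20 nM) preincubated 15 min RT with compounds, then 500 nM biotinylated H3K9 peptide and 20 uM SAM added; 2 h RT reaction. Monomethyl-H3K9 product detected by AlphaScreen with anti-H3K9me1 antibody, streptavidin donor and anti-rabbit IgG acceptor beads.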
* = called active by the depositor; ? = inconclusive; / = not tested or not shown; [ ] = dose if it differs, or a comment. The call rests on the fitted dose curve; in most records, active means well fitted curve in the direction sought with a large enough effect; inconclusive means small, poorly fitted or top-dose-only effect, or another doubt; inactive means no such curve, though single readings can be large; an effect the other way counts as inactive or inconclusive. Potency means the concentration at half of the fitted maximal effect. Not all compounds are listed, so the mix of outcomes need not match the whole.

Every second line gives: BLM inh, Anesthetic bind, Pol eta inh, POLK inh, APE1 inh, Pol beta inh, G9a inh, BAZ2B inh, POLI inh
[1] COc1ccc(S(N)(=O)=O)cc1C(=O)OCCCOc1ccc(F)cc1
  -6.0%, -10.1%, -19.1%, -4.1%, 1.7%, 9.6%, -1.8%, -18.3%, 153.0%[activator]
[2] Cc1ccc(-c2nc(C)c(CCNC(=O)c3cccs3)s2)cc1
  -1.9%, 37.4%[activator], -9.7%, -12.0%[60.1 µM], /, 0.0%, 13.5%[59 µM], -15.2%, ?
[3] Cc1ccc(OCCCC(=O)Nc2nc3ccccc3[nH]2)cc1
  -3.5%, -4.7%, -5.8%, -6.5%, ?, 0.9%, 4.7%, -8.3%, 79.5%[activator]
[4] O=C(CN(C(=O)CCC(=O)Nc1ccccn1)c1ccc2c(c1)OCCO2)NCCc1ccccc1
  -0.7%, -10.9%, -12.5%, -2.4%, -1.5%, 7.5%, 4.6%[59 µM], -1.9%, 12.3%
[5] CC1CCCN(C(=O)c2sc3cc([N+](=O)[O-])ccc3c2Cl)C1 (stereo unspecified)
  -2.9%, ?, -10.0%, -1.5%, -0.9%, 16.2%, 39.8%[0.501 µM], 50.1µM*, -2.5%
[6] COc1ccc(CCNC(=S)NC(=O)c2cccc([N+](=O)[O-])c2)cc1OC
  -9.3%, ?, -12.6%, -10.8%, 13.4%, -25.8%, -2.4%, ?, 13.4%
[7] CC(=O)N1CCN(CC(=O)Nc2ccc(Cl)c(S(=O)(=O)N(C)C)c2)CC1
  3.2%, -10.4%, -12.8%, -5.6%, -2.3%, -0.7%, 13.0%[59 µM], -1.0%, -1.8%
[8] COc1ccccc1N1CCN(C(=O)c2ccc([N+](=O)[O-])s2)CC1
  5.0%, -13.3%, -2.2%, -4.9%, 0.0%, 1.1%[57.1 µM], 44.7µM*, -5.1%, 3.0%
[9] Cc1cnc(C(=O)OCc2csc(CC(=O)Nc3ccccc3C)n2)cn1
  0.3%, -8.6%, -4.0%, -8.8%, 1.8%, 13.0%, /, -1.8%, 17.8%
[10] Cc1ccc(NC(=O)Nc2cc(S(=O)(=O)N(C)C)ccc2C)cc1
  -4.4%, -14.7%, -4.9%, -5.7%, -5.5%, 0.5%, -8.2%, -17.3%, -0.7%
[11] OCCCNc1ncnc2c1cnn2-c1ccc(Cl)cc1
  -1.3%, 3.9%, -4.3%, -12.1%, -15.2%, 11.2%, 11.8%, -14.6%, 1.5%
[12] Cc1cccc(Cn2c(N3CCCCC3C)nc3c2c(=O)[nH]c(=O)n3C)c1 (stereo unspecified)
  5.0%, -5.0%, -23.1%, -0.2%, -6.0%, -2.5%, 15.6%[59 µM], 4.9%, -5.8%
[13] COc1cc(-c2nnc(SCC(=O)Nc3cccc(C#N)c3)o2)cc(OC)c1OC
  -5.0%, ?, 4.5%, 8.6%, /, -4.4%, ?, -2.4%, -11.5%
[14] O=C(Cc1c[nH]c2ccccc12)NC1(C(=O)NC2CCCCC2)CCCCC1
  1.9%, -7.6%, -5.7%, -19.6%, 20.5%, 3.8%, 16.8%, 2.5%, 10.2%
[15] COCCNC(=O)c1cc2c(-c3ccc(Cl)cc3)nn(C)c2s1
  -9.5%, -8.1%, 5.2%, -9.2%, ?, 2.3%, 4.7%, 9.7%, ?
[16] COc1cccc(N=Cc2c(O)c3ccccc3oc2=O)c1
  -6.0%, -7.4%, 2.8%, -6.5%, -12.8%, ?, /, -6.4%, -1.3%
[17] Cc1cc(NC(=O)Nc2cccc(C)c2C)no1
  -0.2%, -10.6%, 4.9%, -10.2%, 1.4%, 16.8%, 8.5%, -5.4%, 11.4%
[18] Nc1ccc(-c2nc3ncccc3o2)c(Cl)c1
  -10.4%, 3.7%, -13.6%, -15.5%, 3.0%, -0.9%, 14.1%, -10.1%, -6.2%
[19] O=C(NC(=S)Nc1cccc([N+](=O)[O-])c1)C1CCCC1
  -10.2%, -16.0%, -11.7%, -3.1%, -2.3%, 23.8%, /, ?, 19.7%
[20] Cc1ccc2sc(N3CCN(C(=O)C4=COCCO4)CC3)nc2c1C
  /, /, -8.6%, -12.1%, -13.6%, /, ?, 3.0%, -0.2%
[21] COc1ccc(C2NC(=O)N(C)C3=C2C(=O)N(c2ccc(F)cc2)C3)cc1 (stereo unspecified)
  -1.9%, -6.4%, -6.9%, -3.7%[60.1 µM], /, 0.1%, 10.2%[59 µM], -2.1%, 18.8%
[22] Cc1onc(-c2ccccc2Cl)c1C(=O)Nc1ccc2c(c1)OCO2
  -0.6%, -10.8%, -8.5%, 7.2%, -2.6%, 9.9%, -1.5%[12.7 µM], 2.6%, -5.1%
[23] COc1cc(C(C)=O)ccc1OCC(=O)NCC(c1ccc(F)cc1)N1CCOCC1 (stereo unspecified)
  /, /, -13.8%, -17.6%, 14.3%, /, /, /, 33.5%[activator]
[24] NCC(c1ccco1)c1c[nH]c2ccccc12 (stereo unspecified)
  -6.3%, -12.1%, -13.1%, -1.7%, 13.8%, 21.7%, -5.3%[59 µM], -8.5%, 4.1%
[25] O=C(Oc1ccccc1N1C(=O)C2CCCCC2C1=O)c1ccc(Cl)cc1 (stereo unspecified)
  -4.3%, -19.8%, -2.8%, -1.8%, -0.8%, 0.2%, -1.3%[12.7 µM], 6.7%, 7.4%
[26] Cc1c(Cl)cccc1NC(=O)CCN1CCOCC1
  -2.0%, -9.6%, -10.5%, 11.8%, -2.2%, 4.5%, 39.8µM*, 3.7%, 22.6%
[27] CCOC(=O)c1c(CN2CCOCC2)oc2ccc(OC(C)=O)cc12
  1.0%, 2.1%, -7.9%, -0.8%, -0.2%, 35.9%, /, 7.3%, 104.9%[activator]

Single records (already shown).
Shown for COc1cc(C(C)=O)ccc1OCC(=O)NCC(c1ccc(F)cc1)N1CCOCC1 (stereo unspecified) → BLM inh: /; Anesthetic bind: /; Pol eta inh: -13.8%; POLK inh: -17.6%; APE1 inh: 14.3%; Pol beta inh: /; G9a inh: /; BAZ2B inh: /; POLI inh: 33.5%[activator]
Shown for Cc1ccc(NC(=O)Nc2cc(S(=O)(=O)N(C)C)ccc2C)cc1 → BLM inh: -4.4%; Anesthetic bind: -14.7%; Pol eta inh: -4.9%; POLK inh: -5.7%; APE1 inh: -5.5%; Pol beta inh: 0.5%; G9a inh: -8.2%; BAZ2B inh: -17.3%; POLI inh: -0.7%

Reformatted as a markdown table: six of the compounds above.
| item | SMILES | BLM inh | Anesthetic bind | Pol eta inh | POLK inh | APE1 inh | Pol beta inh | G9a inh | BAZ2B inh | POLI inh |
| --- | --- | --- | --- | --- | --- | --- | --- | --- | --- | --- |
| 13 | COc1cc(-c2nnc(SCC(=O)Nc3cccc(C#N)c3)o2)cc(OC)c1OC | -5.0% | ? | 4.5% | 8.6% | / | -4.4% | ? | -2.4% | -11.5% |
| 14 | O=C(Cc1c[nH]c2ccccc12)NC1(C(=O)NC2CCCCC2)CCCCC1 | 1.9% | -7.6% | -5.7% | -19.6% | 20.5% | 3.8% | 16.8% | 2.5% | 10.2% |
| 15 | COCCNC(=O)c1cc2c(-c3ccc(Cl)cc3)nn(C)c2s1 | -9.5% | -8.1% | 5.2% | -9.2% | ? | 2.3% | 4.7% | 9.7% | ? |
| 16 | COc1cccc(N=Cc2c(O)c3ccccc3oc2=O)c1 | -6.0% | -7.4% | 2.8% | -6.5% | -12.8% | ? | / | -6.4% | -1.3% |
| 17 | Cc1cc(NC(=O)Nc2cccc(C)c2C)no1 | -0.2% | -10.6% | 4.9% | -10.2% | 1.4% | 16.8% | 8.5% | -5.4% | 11.4% |
| 18 | Nc1ccc(-c2nc3ncccc3o2)c(Cl)c1 | -10.4% | 3.7% | -13.6% | -15.5% | 3.0% | -0.9% | 14.1% | -10.1% | -6.2% |
